Screening data from PubChem.
PP1 counter: blocks human PP1-alpha phosphatase, a PP5 counter-screen; 320,000 compounds, 0.9% hits; purified PP1alpha, OMFP fluorescence; inhibition, % at 6.7 µM; P62136; AID 2235;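 active = inhibition above the mean inhibition of all tested compounds plus 3 SD, computed separately for each screening campaign, cut at about 15% in these data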
Target sequence (P62136 whole entry, looked up): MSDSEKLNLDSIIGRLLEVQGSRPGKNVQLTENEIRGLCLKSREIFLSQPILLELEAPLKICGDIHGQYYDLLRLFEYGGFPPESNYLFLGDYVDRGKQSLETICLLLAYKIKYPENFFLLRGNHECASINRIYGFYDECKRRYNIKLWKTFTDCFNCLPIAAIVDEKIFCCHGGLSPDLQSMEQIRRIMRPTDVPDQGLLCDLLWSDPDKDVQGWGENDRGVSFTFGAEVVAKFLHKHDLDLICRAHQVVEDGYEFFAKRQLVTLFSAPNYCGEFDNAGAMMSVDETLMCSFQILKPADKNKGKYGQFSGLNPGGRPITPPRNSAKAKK
CTSL1 counter: counter-screen for PFM18AAP inhibitors: inhibitors of F. hepatica cathepsin L1. 300,000 compounds, 0.49% hits. inhibition, % at 5.96 µM. recombinant F. hepatica cathepsin L1, Z-Leu-Arg-MCA fluorescence;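 active = inhibition above the mean of all tested compounds plus 3 SD, set per screening campaign, cut at about 17% in these data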;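 also: 0% = plate median of test compound wells and 100% = 1 µM Z-Phe-Ala-diazomethylketone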
proCasp7 act: counter-screen for procaspase-3 activators: activators of human procaspase-7 | activation, % at 8.5 µM | P55210 | 330,000 compounds, 0.093% hits | recombinant procaspase-7, Ac-DEVD-pNA absorbance 405 nm; D23A/D198A/D206A triple mutant, cannot self-cleave; scale: DMSO 0, 5 µM enzyme 100 | AID 463210;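 active = percent activation above the screen-wide mean plus 3 SD, cut at about 25% in these data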
Target sequence (P55210 whole entry D23A/D198A/D206A): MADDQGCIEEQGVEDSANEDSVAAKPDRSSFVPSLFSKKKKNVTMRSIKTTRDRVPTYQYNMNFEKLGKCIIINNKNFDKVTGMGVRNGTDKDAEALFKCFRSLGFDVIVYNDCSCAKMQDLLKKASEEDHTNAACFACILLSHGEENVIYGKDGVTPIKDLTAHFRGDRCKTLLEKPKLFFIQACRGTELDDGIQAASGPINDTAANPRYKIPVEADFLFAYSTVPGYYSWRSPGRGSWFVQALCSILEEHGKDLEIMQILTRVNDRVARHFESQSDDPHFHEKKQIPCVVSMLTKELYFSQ
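signal = Epi-absorbance of released pNA at 405 nm, two timepoints | assay system = Uncleavable procaspase-7 mutant enzyme | reagent = Ac-DEVD-pNA substrate, 400 µM as added | times = 1 h enzyme–compound preincubation and 2 h substrate reaction, both 25 °C | benchmarks = low DMSO alone, high DMSO plus 5 µM PC-7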
core dimer inh: blocks dimerization of HCV core protein; TR-FRET GST/Flag-core106 dimerization, 1536-well; inhibition, % at 5 µM; 300,000 compounds, 0.33% hits;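 active = inhibition above the mean of all tested compounds plus 3 SD, set per screening campaign, cut at about 45% in these data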
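Material: Tagged HCV core106 pair (GST and Flag) | Amount: GST-core106 13.5 nM, Flag-core106 17 nM | Medium: KF-containing HEPES buffer, pH 7.45, DTT, CHAPS, BSA | Reagent: Eu donor and XL665 acceptor anti-tag antibodies | Schedule: 4 h at 22.5 °C | Technique: Time-resolved FRET, ex 340 nm, em 617 and 671 nm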
PP5 primary: blocks human protein phosphatase 5 activity; P53041; purified PP5c, OMFP substrate fluorescence; inhibition, % at 6.7 µM; 320,000 compounds, 0.18% hits; AID 1987;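 active = inhibition above the campaign's mean inhibition across all tested compounds plus 3 SD, cut at about 9.5% in these data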;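 also: 0% = DMSO only and 100% = 100 µM cantharidin control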
TPT1 inhibitor: C. albicans TPT1 enzyme inhibition. recombinant caTPT1, FP RNA substrate dephosphorylation. inhibition, % at 5 µM. 300,000 compounds, 0.81% hits. AID 1962;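 active = inhibition above the mean of all tested compounds plus 3 SD, set per screening campaign, cut at about 24% in these data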;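 also: plate controls were DMSO alone for no effect and ferristatin control at 100 nM for full effect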
procasp3 activ: activates human procaspase-3; P42574; recombinant procaspase-3 D3A, Ac-DEVD-pNA absorbance 405 nm; activation, % at 8.5 µM; 330,000 compounds, 0.11% hits; AID 463141;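 active = activation above the mean of all tested compounds plus 3 SD, cut at about 21% in these data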;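 also: 0% = DMSO alone and 100% = DMSO wells spiked with extra 5 µM PC-3 D3A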
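material = Procaspase-3 D3A mutant | probe or stimulus = Ac-DEVD-pNA | compound = single dose, 8.5 µM nominal compound, 0.8% DMSO | timing = 1 h preincubation, 2 h reaction | measured by = 405 nm absorbance of p-nitroaniline, reads at 0 and 120 min | benchmarks = DMSO-only low control, 5 µM PC-3 D3A high control | repeats = singlicate, each compound tested once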
Efflux pump mplx: inhibitors of Candida antifungal efflux pumps expressed in yeast | S. cerevisiae Candida pump triplex, Nile Red efflux | inhibition, % at 10 µM | 330,000 compounds, 0.44% hits | AID 485275;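 active = plate passing quality check with inhibition over a set limit, or well fluorescence over plate mean plus 4 SD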;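 also: Nile Red retained in pooled yeast measured as flow cytometry median fluorescence; 0% = buffer negative control and 100% = Enniatin B positive control; higher means more Nile Red kept so more efflux inhibition; some compounds called inactive have numbers as strong as hits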
GASC-1 inh: blocks human GASC-1 demethylase activity. Q9H3R0. GST-JMJD2C(1-420) H3K9me3 demethylation, DELFIA europium. inhibition, % at 2.35 µM. 330,000 compounds, 0.069% hits. AID 2099;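 active = more than half of a compound's replicate wells show inhibition beyond 50%, single wells judged on their own value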;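 also: signal counts dimethyl H3K9 product captured on neutravidin plate; 0% = median of DMSO wells and 100% = 0.3 times that DMSO median; strong numbers were not always called active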
Target sequence (Q9H3R0 1-420 limits assumed): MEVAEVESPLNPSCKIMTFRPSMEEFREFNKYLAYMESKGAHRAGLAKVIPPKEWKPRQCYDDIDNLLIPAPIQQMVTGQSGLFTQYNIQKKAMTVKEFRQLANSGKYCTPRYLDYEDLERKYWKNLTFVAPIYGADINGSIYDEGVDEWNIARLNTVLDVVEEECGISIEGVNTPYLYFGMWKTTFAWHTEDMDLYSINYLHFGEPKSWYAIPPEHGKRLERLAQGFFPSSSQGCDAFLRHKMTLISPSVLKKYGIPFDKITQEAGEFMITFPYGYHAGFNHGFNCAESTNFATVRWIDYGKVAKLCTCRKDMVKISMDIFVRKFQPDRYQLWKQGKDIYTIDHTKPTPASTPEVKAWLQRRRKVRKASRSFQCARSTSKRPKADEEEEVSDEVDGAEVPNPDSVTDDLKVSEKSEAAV
Starred values were filed as active, the others as inactive; / = not tested or not shown; & = joins results of further samples.

SMILES	PP1 counter	CTSL1 counter	proCasp7 act	core dimer inh	PP5 primary	TPT1 inhibitor	procasp3 activ	Efflux pump mplx	GASC-1 inh
Cc1ccc(COc2ccc(/C=N/NC(=O)c3nnn(-c4nonc4N)c3COc3ccc(F)cc3)cc2)cc1	-1	2	1	-2	-1.5	-3	3	-0.1	12
Cc1ccc(NC2=C([N+](=O)[O-])CS(=O)(=O)C2)cc1	-1	-5	-12	-3	1.7	0	-2	-0.1	2
S=c1[nH]c2cc(Cl)ccc2s1	-2	-9	-11	0	0.0	-1	-13	-0.2	1
[O-][n+]1ccccc1SCc1ccccc1	2	-2	-2	-13	0.2	2	-1	0.1	-8
CC(=O)N1CCc2cc(S(=O)(=O)NC(CC(C)C)C(=O)Nc3cc(C)ccn3)ccc21 (stereo unspecified)	-6	-1	10	2	2.1	-1	4	0.2	2
CCOc1cc(/C=N/NC(=O)CN2CCCCC2)ccc1OCc1ccccc1	0	2	-1	-5	0.3	-63	1	0.0	-2
CCN(CC)CCNC(=O)CSc1c2c(nc3cc(Cl)ccc13)CCCC2	-1	5	-7	6	0.2	-3	-3	0.0	-4
Cc1cccc(NS(=O)(=O)c2nnc(NC(=O)CC(C)C)s2)c1	1	5	4	4	2.7	-2	0	-2.6	-15
CC(NCc1ccc(S(N)(=O)=O)cc1)C(=O)NCc1ccccc1 (stereo unspecified)	3	5	0	-11	1.5	1	5	0.1	-8
C/C(N)=C(/C#N)C(=O)CSc1nnc(Nc2ccccc2)s1	0	3	-2	1	0.4	0	2	0.0	4
CC(=O)N1CCN(c2ccc(NC(=S)NC(=O)c3ccccc3)cc2)CC1	-2	6	-18	-3	-0.8	0	-17	5.8*	4
COc1ccc(C(=O)C2CCCN(Cc3ccc(NC(C)=O)cc3)C2)cc1OC (stereo unspecified)	-1	-1	-4	8	1.1	-1	-4	0.0	-1
COc1ccc(S(=O)(=O)N(C(C)=O)c2ccc3oc(=O)sc3c2)cc1	-2	-2	-23	-1	1.4	1	-24	0.0	12
O=C(NN1C(=O)c2ccccc2NC1c1ccco1)c1ccc(Br)cc1 (stereo unspecified)	-3	3	3	-1	1.1	0	-12	-0.1	6
CCCn1nc([N+](=O)[O-])c(C(C#N)c2nc3ccccc3o2)c(Cl)c1=O (stereo unspecified)	9	0	-22	10	3.6	4	-19	0.0	-5
O=C(/C=C/c1ccccc1Cl)NNC(=O)c1cccs1	-2	-7	-5	3	-1.9	2	-9	0.0	-8
O=C(N/N=C/c1cccs1)C(=O)Nc1cccc(Cl)c1	3	-2	0	-2	2.0	2	-12	0.2	9
COCCN(C(C)=O)c1nnc(-c2cnccn2)s1	0	0	-7	-3	4.5	1	-3	-0.1	27
COC(=O)c1c(C(=O)OC)c(-c2ccc(F)cc2)n2c1CSC2	-3	-3	1	0	-1.2	-1	-5	-0.2	4
CCC1Sc2ccccc2N(CC(=O)NC2CCCCC2)C1=O (stereo unspecified)	-3	1	5	1	2.9	4	-3	-0.1	2
CCc1ccccc1NC(=O)Nc1cc(F)ccc1F	2	2	25	12	-0.2	-1	5	-0.1	4
CC(C)OC(=O)CSc1nc(C(C)C)nc2ccccc12	1	-2	8	8	1.6	-3	0	0.1	2
O=C(O)CCC(=O)N(Cc1ccco1)c1nc(-c2ccccc2)cs1	-2	2	7	1	-0.1	-3	8	-0.1	6
CSc1ccccc1C(=O)Nc1ccc2c(c1)OCO2	-2	-5	-2	-3	1.8	0	4	-0.5	-11
COC(=O)Cn1c2c(c3cc(C)ccc31)CCCC2	6	0	12	-7	0.3	-4	3	-0.1	17
O=C(COC(=O)CCCSc1nc2ccccc2[nH]1)Nc1ccc(Cl)cc1	-1	-22	-4	-1	2.9	1	1	-0.1	-7
COc1ccc(OC)c(CN2CCC(C(=O)N3CCOCC3)CC2)c1	8	-1	10	0	2.8	-1	6	-0.1	9
COc1ccc(C(=O)Nc2c(Cl)cc(Cl)cc2C(=O)N2CCC(C)CC2)cc1	1	1	8	-2	3.4	1	7	1.8	5
O=C(COC(=O)CCc1ccccc1)Nc1ccccc1OC(F)F	-2	-6	2	2	0.4	-3	3	0.0	-2
COc1cccc(-c2nc(NCc3ccccc3)c3ccccc3n2)c1O	-5	21*	13	-8	2.1	0	2	0.1	4
COC(=O)C1=C(NC(C)=O)CCS1	-1	-2	-9	-6	2.8	2	-4	0.3	-5
CCn1c(N2CCN(S(=O)(=O)CC)CC2)nc2ccccc21	-2	-3	4	-1	-1.0	1	-1	0.0	4
CSc1ccccc1OCc1cc(C(=O)N2CCCC(C)C2)no1 (stereo unspecified)	0	3	2	3	5.4	0	3	-1.3	3
COc1cc(C2/C(=C(\O)c3cc(C)ccc3C)C(=O)C(=O)N2CCN(C)C)ccc1O (stereo unspecified)	-3	1	6	-3	-2.0	5	2	0.0	-4&1
Cn1cccc1-c1cc(C(=O)O)[nH]n1	7	-6	-9	-7	-6.7	-1	2	0.0	1
CCn1c(/C(C#N)=N/O)nc2ccccc21	0	-1	5	2	2.6	-2	1	0.3	-6
CC(C)CCN(C(=O)c1ccccn1)c1c(N)n(Cc2ccccc2)c(=O)[nH]c1=O	/	/	4	/	/	/	-4	-0.1	3
N#C/C(=C(/O)CCCl)c1ccccn1	1	-1	-8	-9	1.0	0	-7	-0.1	5
COc1ccc(C(=O)NCCNc2nc3c(C)cccc3cc2C#N)cc1	-1	6	5	3	0.6	-1	-4	0.0	15
Cc1ccc(NS(=O)(=O)c2ccc(OCC(=O)Nc3cccc([N+](=O)[O-])c3)c(C)c2)cc1	-1	0	-6	5	4.9	0	-1	-0.5	3
CCCc1c(C)nc2c(OC)cccc2c1SCC(=O)O	-2	1	8	-6	-3.4	-1	0	-0.1	5
Cn1ccc(C(=O)Nc2ccc3c(c2)OCCO3)n1	-4	-3	10	-14	3.2	-3	8	-0.1	2
COC(=O)Nc1ccc(S(=O)(=O)Nc2cc(C(F)(F)F)c[nH]c2=O)cc1	5	-1	4	2	1.6	-5	7	0.0	-4
CC(C)c1ccc(/C=C(\NC(=O)c2ccccc2)C(=O)NCCN2CCOCC2)cc1	1	1	-3	8	-0.3	-4	-2	0.0	-29
CC1Oc2ccccc2C=C1/C=N/NC(=O)c1ccccc1 (stereo unspecified)	-1	1	-3	-14	2.6	-1	-1	-0.3	-3

The final 3 entries of the part above lead into the next:
SMILES	PP1 counter	CTSL1 counter	proCasp7 act	core dimer inh	PP5 primary	TPT1 inhibitor	procasp3 activ	Efflux pump mplx	GASC-1 inh
COC(=O)Nc1ccc(S(=O)(=O)Nc2cc(C(F)(F)F)c[nH]c2=O)cc1	5	-1	4	2	1.6	-5	7	0.0	-4
CC(C)c1ccc(/C=C(\NC(=O)c2ccccc2)C(=O)NCCN2CCOCC2)cc1	1	1	-3	8	-0.3	-4	-2	0.0	-29
CC1Oc2ccccc2C=C1/C=N/NC(=O)c1ccccc1 (stereo unspecified)	-1	1	-3	-14	2.6	-1	-1	-0.3	-3
COc1cc2c(cc1NC(=O)c1cc(-c3ccccn3)nc3ccccc13)oc1ccccc12	-2	0	1	-2	-5.2	-1	1	0.0	-4
CCC1CCCCN1C(=O)COc1cc(=O)n(C)c2ccccc12 (stereo unspecified)	0	1	6	-3	0.8	-1	-3	-0.1	6
CCCCCc1cc(=O)oc2c(C(CCN(CC)CC)c3ccc(OC)cc3)c(OC)cc(OC)c12 (stereo unspecified)	7	-1	5	-12	0.7	-1	4	0.0	-6
O=C(COC(=O)COc1ccccc1)Nc1ccc(Br)cc1F	/	/	6	/	/	/	5	0.1	-1
CC1CCCC(NC(=O)/C=C/c2c(F)cccc2Cl)C1C (stereo unspecified)	-2	1	11	2	0.6	-1	2	0.1	8
Cc1ccc(S(=O)(=O)Nc2cc3c(cc2N2CCOCC2)n(C)c(=O)c(=O)n3C)cc1	-2	2	2	-8	0.3	-5	-6	-0.5	8
COc1ccccc1NC(=S)N1CCC(c2nc3cc(C)c(C)cc3[nH]2)CC1	-2	1	1	-10	-0.6	-8	-1	-0.2	-2
CCc1c(C(C)S(=O)(=O)c2ccc(C)cc2)[nH]c(=O)n1-c1ccc(C)cc1 (stereo unspecified)	-2	7	-30	8	1.6	0	-22	0.1	-5
CC(=O)C1=C(O)C(=O)N(c2cccc(Br)c2)C1c1ccc(Br)cc1 (stereo unspecified)	29*	6	-2	10	1.4	0	-2	-0.1	-1
CCOc1ccc(N2C(=O)/C(=C\c3ccc(O)c(OC)c3)S(=O)(=O)C2c2cccc([N+](=O)[O-])c2)cc1 (stereo unspecified)	4	1	-5	10	3.1	-2	6	-0.3	-22
O=C(CSc1nc2ccccc2c(=O)[nH]1)Nc1ccccc1O	-6	-3	9	1	1.8	1	0	-0.1	4
COCCNC(=O)CCCn1c(=O)c2ccccc2n(Cc2ccccc2C#N)c1=O	-4	-2	2	6	-1.8	-1	0	0.1	-27
Cc1ccc(S(=O)(=O)N(C)C)cc1NC(=O)C(C)N(C)CCOc1ccc(Cl)cc1 (stereo unspecified)	2	-4	3	8	5.2	-1	-1	0.1	5
Nc1nnc(CCS(=O)(=O)c2ccc(Cl)cc2)s1	-2	2	-1	-2	-3.4	-1	1	0.1	-7
COc1cccc(CN(C)C(=O)c2cccc(OCc3ccccc3)c2)c1	4	2	-1	2	3.6	-4	-9	-0.1	3
CCOC(=O)Cc1csc(NC(=O)c2ccc(Br)s2)n1	-5	2	3	12	3.3	-2	4	0.4	-20
COc1cc(C2c3c(-c4cc(C)cc(C)c4O)n[nH]c3C(=O)N2CCCO)cc(OC)c1OC (stereo unspecified)	2	-2	2	1	1.4	0	7	0.0	16&1
O=C(Nc1cccc(F)c1)c1ccccc1-c1ccccc1	3	-3	6	-3	1.9	0	5	-0.1	1
CCc1cc2ccccc2nc1SCC(=O)Nc1cc(C)on1	-1	0	5	-2	0.7	0	3	0.0	-4
Cc1cc(=O)oc2c(C)c(OCC(=O)N3CC[C@@]4(O)CCCC[C@H]4C3)ccc12	0	-1	-8	-3	-1.0	-3	-6	-0.2	/
Cc1ccc(-n2nnnc2-c2ccccc2Br)cc1	0	-5	2	-1	0.3	-1	10	0.1	-13
O=C(N/N=C/C=C/c1ccc(Br)cc1)C(O)c1ccccc1 (stereo unspecified)	-2	6	-1	-10	5.2	-2	-5	-0.1	-6
CC1CCOC2(O1)C(=O)N(CN1CCN(c3ccccc3F)CC1)c1ccccc12 (stereo unspecified)	-4	1	2	-1	-3.8	1	1	-0.1	1
